High-throughput results from PubChem BioAssay.
DRD3 antagonist = blocks the human D3 dopamine receptor; D3R cells, DiscoveRx beta-arrestin luminescence, antagonist mode; active compounds read low; max response, negative = inhibition, %; 360,000 compounds, 2.5% hits; in the data active = max response below about -50%; inconclusive = no clear call, values can overlap the other calls; also: % is scaled to controls: 0 for no effect and ±100 for the full control effect; mostly tested at two doses, the higher about 12 µM
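Cells expressing the human receptor were seeded at 1500 cells/well, incubated overnight at 37 degrees C in 5% CO2, then exposed to library compounds with dopamine controls for 90 minutes at 37 degrees C before luminescent detection.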
DRD3 agonist = activates the human D3 dopamine receptor | P35462 | D3R DiscoveRx beta-arrestin cells, luminescence, 90 min | max activation, % | 410,000 compounds, 0.58% hits | AID 652048; in the data active = max activation above about 30%; also: 0% is about no effect; mostly tested at two doses, the higher about 12 µM
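Cells at 1500/well, incubated overnight, then treated with pinned compounds (dopamine as control) for 90 min at 37 degrees C. DiscoveRx reagent added for 30 - 60 minutes at room temperature; luminescence read.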
WRN inhibitor = inhibitors of human WRN helicase; Q14191; 360,000 compounds, 0.46% hits; WRN helicase unwinding, fluorescent forked duplex, kinetic; Potency, µM (highest dose often 114 µM), inactives show at the highest dose activity change, negative = inhibition, hits mostly inhibitors; also: potency is read from the fitted curve at half-maximal effect; % is scaled to controls: 0 for no effect and ±100 for the full control effect; nearly all actives have a fitted effect of over 55% in size
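Enzyme (20 nM final) and test compound sit together 15 min at room temperature before substrate addition. Substrate is a single-forked duplex oligonucleotide (100 nM) labelled with fluorophore and quencher, with 2 mM ATP; helicase unwinding raises red fluorescence, read kinetically.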
PI5P4Ka inh = PI5P4K alpha (human) kinase inhibition. PI5P4Kalpha enzyme, ADP-Glo luminescence, 60 min; active compounds read low. max response, %. 330,000 compounds, 1.2% hits; active = max response of -50% or lower; inconclusive = between -30% and -50%; inactive = -30% or higher; also: value at the top dose of about 77 µM; % is scaled to controls: 0 for no effect and ±100 for the full control effect
Target sequence (P48426 whole entry, looked up): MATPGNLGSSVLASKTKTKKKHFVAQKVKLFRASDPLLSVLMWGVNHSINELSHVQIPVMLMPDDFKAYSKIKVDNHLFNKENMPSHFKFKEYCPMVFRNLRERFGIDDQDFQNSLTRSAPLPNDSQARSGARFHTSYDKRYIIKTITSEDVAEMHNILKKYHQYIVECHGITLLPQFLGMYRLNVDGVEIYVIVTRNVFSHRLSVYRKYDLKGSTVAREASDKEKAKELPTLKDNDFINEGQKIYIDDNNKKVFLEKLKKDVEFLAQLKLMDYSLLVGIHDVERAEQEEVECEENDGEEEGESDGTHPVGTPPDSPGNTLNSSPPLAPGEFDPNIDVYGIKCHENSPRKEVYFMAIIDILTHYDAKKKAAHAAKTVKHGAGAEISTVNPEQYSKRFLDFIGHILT
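Luminescence from ADP-Glo served as readout of PI5P4Kalpha activity in a qHTS format. Reaction: enzyme, substrate, compound, ATP at 5 microM final, 60 min at RT.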
GLP-1R inv ag = GLP-1 receptor (human) inverse agonism; P43220; HEK293 GLP-1R CRE-luciferase, luminescence, 24 h; GLP-1R form is constitutively active; Potency, µM (titrated, usually from 38.3 µM), without a hit: top-dose activity change, negative = inhibition, most hits filed as inhibitors; 410,000 compounds, 1.6% hits; AID 624417; also: potency is read from the fitted curve at half-maximal effect; % is scaled to controls: 0 for no effect and ±100 for the full control effect; nearly all actives have a fitted effect of over 55% in size
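GLP-1R inverse agonism mode: basal reporter luminescence in engineered HEK293 cells measured after one day of compound exposure at 37 deg C, with a 12 min room-temperature detection step.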
IL2 activator = activators of IL-2 | IL-2 activation reporter assay, cell-based qHTS; stimulated with anti-CD3/CD4/CD28 beads; in transgenic mouse T cells | activation, % (series mostly up to about 46 µM) | 360,000 compounds, 0.065% hits; in the data active = activation above about 50%; inconclusive = mostly about 30% to 49%; also: 0% is about no effect
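Readout: EGFP and DsRed signals by fluorescent plate cytometry. Unstimulated transgenic mouse T cells received compound 60 min before antibody-bead stimulation, then incubated 18 h at 37 degrees C.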
PLK1 PBD block = PLK1 (human) polo-box domain binding inhibition | 360,000 compounds, 2.8% hits | Potency, µM, without a hit: max response, negative = inhibition, hits mostly inhibitors | Plk1 PBD binding of FITC phosphopeptide, fluorescence polarization | P53350; also: potency is read from the fitted curve at half-maximal effect; series mostly up to about 57 µM; % is scaled to controls: 0 for no effect and ±100 for the full control effect; nearly all actives have a fitted effect of over 65% in size
Target sequence (P53350 whole entry, looked up, the tested form may be a part): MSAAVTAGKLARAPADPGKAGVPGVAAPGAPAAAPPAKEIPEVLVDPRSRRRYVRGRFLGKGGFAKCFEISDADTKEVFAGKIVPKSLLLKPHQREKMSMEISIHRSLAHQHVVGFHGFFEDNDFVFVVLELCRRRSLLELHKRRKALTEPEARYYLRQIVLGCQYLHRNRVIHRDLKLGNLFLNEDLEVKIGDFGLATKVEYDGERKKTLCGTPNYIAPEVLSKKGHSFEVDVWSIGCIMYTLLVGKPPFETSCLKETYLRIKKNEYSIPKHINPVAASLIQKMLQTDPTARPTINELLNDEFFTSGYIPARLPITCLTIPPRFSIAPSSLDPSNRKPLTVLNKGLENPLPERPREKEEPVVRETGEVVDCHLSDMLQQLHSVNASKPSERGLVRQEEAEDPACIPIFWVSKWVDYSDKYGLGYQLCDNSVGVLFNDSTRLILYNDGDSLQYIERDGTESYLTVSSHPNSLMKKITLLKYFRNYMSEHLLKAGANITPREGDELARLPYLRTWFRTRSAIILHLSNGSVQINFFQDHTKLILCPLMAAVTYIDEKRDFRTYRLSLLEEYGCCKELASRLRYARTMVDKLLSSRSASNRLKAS
GLP-1R agonist = activates the human GLP-1 receptor. P43220. HEK293 GLP-1R CRE-luciferase, luminescence, 4-6 h; cells express a hypersensitive GLP-1R form. Potency, µM (top dose mostly 45.6 µM), for inactives: at the highest dose activation, usual class: activators. 380,000 compounds, 0.007% hits. AID 624172; also: potency is read from the fitted curve at half-maximal effect; % of control where 0% means no effect
HEK293 tox = cytotoxicity in counter-screen for GLP-1R inverse agonists; HEK293 cAMP-luciferase reporter cells, luminescence, 24 h; Potency, µM (top dose mostly 38.3 µM), for the others: top-dose activity change, negative = inhibition, actives largely listed as inhibitors; 410,000 compounds, 0.13% hits;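 also: loss of luciferase light is scored as toxicity; potency is read from the fitted curve at half-maximal effect; % is scaled to controls: 0 for no effect and ±100 for the full control effect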
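MLSMR compounds, 24 hr on cells at 37 deg C/5% CO2; luminescence after luciferase reagent (12 min RT). Inhibition counted as the undesired cytotoxic outcome.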
An asterisk follows results filed as active; ? = inconclusive; nt = no result given; [ ] = remark or other dose. Unless noted, calls follow the shape of the dose curve; as a rule, active = well fitted curve in the direction sought with a large enough effect; inconclusive = small, poorly fitted or top-dose-only effect, or another doubt; inactive = no such curve, though single readings can be large; an effect the other way counts as inactive or inconclusive.

SMILES	DRD3 antagonist	DRD3 agonist	WRN inhibitor	PI5P4Ka inh	GLP-1R inv ag	IL2 activator	PLK1 PBD block	GLP-1R agonist	HEK293 tox
COc1ccc(-c2csc(N(CCCN(C)C)C(=O)c3ccc(OC)c(OC)c3)n2)cc1	-3.4	1.5	-1.2%	3.2	0.8%	-2.0	0.9%	-0.9%	1.8%
COc1ccc(-c2nnc(SCc3csc(N)n3)n2C)cc1	26.0	12.5	7.4%	nt	17.0%	-1.8	-5.1%	1.2%	-12.2%
C=CCn1c(=O)[nH]c2nc3cc(N=CN(C)C)c(C)cc3nc2c1=O	11.2	0.3	6.1%	2.5	22.3%	3.7	?	2.9%	68.0%[activator]
COc1ccc(N(CC(=O)N2CCc3ccccc3C2)S(C)(=O)=O)cc1OC	1.1	-3.2	-4.3%	-3.8	2.6%	2.0	-2.9%	-8.0%	-15.2%
O=C1NC[C@H](CCCCN2C[C@H](Cc3ccccc3)N(CCc3ccccc3)C(=O)C2=O)N(CCC2CCCCC2)C1=O	25.8	-4.6	0.7%	5.1	?	-0.8	-11.5%	-3.8%	-25.2%
CC(C)(C)C(=O)Nc1ccccc1C(=O)N1CCCC1	8.0	-2.7	3.6%	9.3	0.1%	1.4	-17.3%	-12.2%	3.1%
CCNc1nc(NCC)nc(SCCOc2ccc(C)cc2)n1	31.9	5.0	-20.9%	61.2	?	-3.6	0.0%	8.8%	1.9%
O=C(NC1CCCCCC1)C(=S)NCc1ccccc1	-6.5	-6.7	-9.6%	-6.5	-15.0%[7.66 µM]	-0.2	21.2µM*	1.8%	-1.1%[7.66 µM]
Cc1ccc(-c2[nH]c(-c3ccc(C(=O)O)cc3)nc2-c2ccccc2)cc1	?	-2.2	?	1.7	-20.5%	-3.9	?	-1.5%	1.1%
CC(N)C12CC3CC(C1)CC(C(C)N)(C3)C2 (stereo unspecified)	-7.9	-6.1	1.0%	-1.4	?	-2.7	-0.7%	0.3%	-27.8%
O=C(NCc1ccco1)C12CC3CC(C1)CC(C(=O)NCc1ccco1)(C3)C2	?	-1.2	-9.5%	nt	1.1%	-1.4	-4.7%	18.5%	3.5%
O=C(CSc1nc2ccccc2c(=O)[nH]1)Nc1ccc([N+](=O)[O-])cc1	14.0	-7.0	-26.1%	-14.1	-12.9%	11.7	-6.2%	1.7%	-0.3%
COc1ccc(OC)c(-n2c(N)c(C(=O)NCC3CCCO3)c3nc4ccccc4nc32)c1 (stereo unspecified)	13.7	0.9	-10.5%	-5.5	?	-1.6	2.9%	19.4%	34.4%[activator]
O=C(C[C@@H]1C/C=C\CCC(=O)OC[C@H](Cc2ccccc2)NC1=O)N[C@@H](CO)Cc1ccccc1	14.6	-10.7	0.4%	-9.2	-2.4%	0.2	-3.1%	-0.5%	-8.3%
O=C(CSc1nnc(CSc2nc3ccccc3s2)o1)NC1CCCCC1	-16.0	-9.1	1.5%	-1.8	?	-0.1	-9.3%	0.4%	-4.4%
COC(=O)c1ccc(/C=C2/SC(=S)N(CCCC(=O)Nc3ccccn3)C2=O)cc1	-24.1	0.4	-10.9%	1.3	?	1.3	-14.2%	-11.8%	-4.6%
CCc1cc(C(=O)NC2CCCN(Cc3ccccc3F)C2)n(C)n1 (stereo unspecified)	12.2	2.0	-0.2%	4.4	-30.1%	-2.5	-0.6%	-5.2%	-9.3%
Cc1ccc(COC(=O)CCCN=C2NS(=O)(=O)c3ccccc32)cc1	-11.7	-8.9	-0.1%	2.4	-24.8%	-3.4	-6.8%	3.6%	20.6%
O=C(NC1Cc2ccccc2C1)c1cc(COc2ccc(F)cc2Cl)on1	0.0	1.5	8.2%	-6.6	7.1%	-2.2	-8.9%	-6.1%	-4.6%
C/C(=N\NC(=O)CSc1ncccn1)c1ccc2c(c1)OCCO2	-13.9	-5.7	?	-18.2	24.1%	1.2	-17.9%	4.6%	-3.5%
C[C@H](CO)N1C[C@H](C)[C@@H](CN(C)Cc2ccc(C(=O)O)cc2)Oc2c(NS(=O)(=O)c3cn(C)cn3)cccc2C1=O	2.7	7.2	5.4%	0.3	15.7%	-0.3	-14.8%	-1.5%	0.6%
Cc1cc(NC(=O)COc2ccc(C(C)(C)C)cc2)no1	8.4	5.4	-27.7%	0.0	?	1.8	-4.8%	22.0%	-16.4%
CCCCn1c(CCNC(=O)c2ccco2)nc2ccccc21	-15.3	-4.4	9.7%	6.5	-0.2%	-1.9	-5.3%	-0.4%	-4.4%
O=C(NCc1ccc(C(F)(F)F)cc1)C1CC(c2ccccc2[N+](=O)[O-])=NO1 (stereo unspecified)	?	-14.4	-0.9%	-2.2	-18.3%	0.6	-13.5%	13.0%	?
CC(NCc1cccc(OCc2ccccc2)c1)C(O)c1ccccc1 (stereo unspecified)	11.8	-1.2	-6.6%	2.0	8.91µM*	-0.1	0.6%	21.7%	?
Additional results follow:
SMILES	DRD3 antagonist	DRD3 agonist	WRN inhibitor	PI5P4Ka inh	GLP-1R inv ag	IL2 activator	PLK1 PBD block	GLP-1R agonist	HEK293 tox
CC(=O)NCCNC(=O)CNC(=O)c1ccc(Cl)cc1	-16.9	-2.3	-32.6%	7.9	15.1%	0.2	-9.4%	5.9%	69.5%[activator]
CCOC(=O)C1=C(CN2CCN(C(=O)c3ccco3)CC2)NC(=O)NC1c1ccc(C)cc1 (stereo unspecified)	-4.3	1.6	-13.2%	-4.1	?	-0.7	-2.2%	-1.6%	4.2%
CCn1nc(NC(=O)c2ccncc2)c2cc3cc(C)ccc3nc21	8.9	1.3	8.2%	-23.4	7.5%	-3.2	3.77µM*	15.5%	-5.7%
O=C(COC(=O)C1=COCCO1)Nc1cccc(S(=O)(=O)N2CCOCC2)c1	15.0	12.6	-25.2%	-7.1	12.4%	-1.9	2.6%	-4.3%	0.3%
O=S(=O)(NCc1ccccc1F)NCc1ccccc1F	4.8	2.9	-2.5%	8.0	-5.3%	-1.3	-1.6%	4.8%	-3.5%
O=C1N=C(N2C=CC(=C3C=CNC=C3)C=C2)/C(=C/N=NC(=O)c2ccccc2)S1	-1.4	-0.4	-11.9%	5.3	15.9%	0.3	-7.9%	5.1%	-0.6%
COc1ccc(C(=O)Oc2ccc3c(c2)OCO3)cc1OC	-0.2	0.5	9.0%	-1.1	-7.6%	-3.9	-7.4%	19.3%	-12.8%
O=C(O)c1ccccc1C(=O)N1CCN(Cc2ccc3c(c2)OCO3)CC1	-1.7	-2.2	-24.2%	6.7	-5.5%	2.3	-0.1%	0.0%	-1.6%
COc1cc(C2NC(=S)NC3=C2CCc2ccccc23)cc(OC)c1OC (stereo unspecified)	-19.8	10.0	-7.9%	0.8	-12.2%	-2.7	-28.9%	0.5%	?
CC(Cc1ccco1)NC(=O)c1cccc(S(=O)(=O)N(C)C)c1 (stereo unspecified)	32.0	1.7	11.2%	-6.3	-16.6%	-1.9	-5.7%	6.7%	7.3%
CCCN1CN=C(NS(=O)(=O)c2ccc(NC(C)=O)cc2)NC1	nt	-10.6	nt	nt	2.1%	nt	nt	-0.2%	2.4%
CC(=O)OC1(C(C)=O)CCC2C3CC4OC45CC(O)CCC5(C)C3CCC21C (stereo unspecified)	-9.2	11.3	5.4%	0.5	1.6%	-0.7	-15.1%	9.6%	2.4%
CC(NC(=O)COC(=O)C1CCN(c2ccc(C(F)(F)F)cn2)CC1)c1ccccc1 (stereo unspecified)	-3.9	-2.2	-2.3%	1.8	-3.6%	-1.0	-14.0%	-3.0%	1.3%
O=C(O)c1ccc(NS(=O)(=O)c2cccc(C(=O)Nc3cccc(C(=O)O)c3)c2)cc1	-14.2	-4.6	-3.3%	-9.1	-14.4%	2.5	-9.1%	-2.5%	3.8%
Cc1sc(-n2c(C)cc(/C=C3\SC(=S)NC3=O)c2C)c(C#N)c1C	-70.6*	-21.5	56.2µM*	nt	?	1.0	29.9µM*	2.6%	?
COC(=O)[C@]1(CC(C)C)N[C@H](c2ccc(-c3ccccc3)cc2)[C@@H]2C(=O)N(C)C(=O)[C@@H]21	0.0	-11.7	-8.7%	12.2	?	-1.9	-5.6%	-2.3%	6.4%
O=C(NNS(=O)(=O)c1ccccc1)c1cc2cc3ccccc3nc2s1	0.0	0.7	-14.0%	-8.9	10.9%	-3.4	-3.7%	7.9%	-20.3%
O=C(c1ccco1)N1CCN(C(=O)C2CC(c3ccc(F)cc3)=NO2)CC1 (stereo unspecified)	-1.6	2.0	-14.0%	-5.4	20.0%	1.1	26.7µM*	-1.2%	-10.1%
CCCCn1c(=O)cc(N2CCOCC2)[nH]c1=O	12.9	5.0	1.5%	1.5	15.3%	-0.3	1.1%	1.2%	-3.3%
CC(=O)c1ccc(S(=O)(=O)N2CCN(CC(=O)NC(=O)NC3CCCCC3)CC2)cc1	16.6	1.5	-11.3%	7.8	-1.9%	0.3	-5.0%	3.2%	-3.6%
COc1cc(/C=C2\SC(=S)N(CCCCC(=O)O)C2=O)ccc1OS(=O)(=O)c1ccc(C)cc1	-12.4	4.8	-30.6%	6.1	?	0.0	29.9µM*	-0.9%	-3.4%
Cc1cccc(C)c1-n1nnnc1C1(C)CCC(=O)N1C1CCN(Cc2ccccc2)CC1 (stereo unspecified)	18.9	7.1	1.3%	2.8	3.9%	1.0	1.6%	4.8%	6.6%
O=C(NCc1cccc(Cl)c1)C1CCCO1 (stereo unspecified)	2.6	-2.8	2.7%	-9.7	6.6%[0.307 µM]	-0.8	-12.2%	-0.3%	0.1%[0.307 µM]

Single records (already shown):
O=C1N=C(N2C=CC(=C3C=CNC=C3)C=C2)/C(=C/N=NC(=O)c2ccccc2)S1 as listed: DRD3 antagonist = -1.4; DRD3 agonist = -0.4; WRN inhibitor = -11.9%; PI5P4Ka inh = 5.3; GLP-1R inv ag = 15.9%; IL2 activator = 0.3; PLK1 PBD block = -7.9%; GLP-1R agonist = 5.1%; HEK293 tox = -0.6%
CC(NC(=O)COC(=O)C1CCN(c2ccc(C(F)(F)F)cn2)CC1)c1ccccc1 (stereo unspecified) as listed: DRD3 antagonist = -3.9; DRD3 agonist = -2.2; WRN inhibitor = -2.3%; PI5P4Ka inh = 1.8; GLP-1R inv ag = -3.6%; IL2 activator = -1.0; PLK1 PBD block = -14.0%; GLP-1R agonist = -3.0%; HEK293 tox = 1.3%
